# OX1R antag-1 – OX1R (human) antagonism. 330,000 tested, 1.8% active. inhibition, % at 6.6 µM. O43613. AID 485270. OX1R-expressing cells, FRET antagonist read-out; in the data active = inhibition mostly above about 38%, no sharp cut-off; inactive = mostly below about 40%;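 also: 0% = agonist challenge alone and 100% = reference antagonist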
# Target sequence (O43613 whole entry, looked up): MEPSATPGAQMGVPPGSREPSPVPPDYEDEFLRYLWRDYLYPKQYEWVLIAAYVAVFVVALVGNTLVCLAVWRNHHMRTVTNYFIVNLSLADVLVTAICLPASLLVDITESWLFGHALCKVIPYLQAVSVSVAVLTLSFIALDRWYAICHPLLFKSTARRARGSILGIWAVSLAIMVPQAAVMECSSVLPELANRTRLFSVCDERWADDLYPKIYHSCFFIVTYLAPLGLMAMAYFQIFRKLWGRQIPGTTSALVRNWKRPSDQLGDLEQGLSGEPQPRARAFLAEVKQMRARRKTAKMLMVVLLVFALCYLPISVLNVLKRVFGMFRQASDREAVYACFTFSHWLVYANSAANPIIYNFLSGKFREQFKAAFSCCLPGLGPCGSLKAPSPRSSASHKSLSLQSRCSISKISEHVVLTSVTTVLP
# OX1R antag-2 – antagonists of human orexin 1 receptor; CHO/OX1R cells, Fluo-8 calcium fluorescence, orexin A; O43613; 330,000 tested, 0.43% active; inhibition, % at 5 µM; AID 434989;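 active = inhibition above its plate's threshold, mean inhibition of all tested compounds on the plate plus 3 SD, cut at about 37% in these data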;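 also: 0% = orexin A challenge wells and 100% = SB-334867-A antagonist wells; not every result past the cut was called active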
# STK33 kinase inh – human STK33 kinase inhibition | Q9BYT3 | purified STK33, MBP phosphorylation, ADP-Glo luminescence | inhibition, % at 10 µM | 320,000 tested, 0.073% active | AID 2661;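 active = inhibition at or above 25%, using the most active replicate where run in duplicate; inactive = inhibition below 25%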
# Target sequence (Q9BYT3 whole entry, looked up): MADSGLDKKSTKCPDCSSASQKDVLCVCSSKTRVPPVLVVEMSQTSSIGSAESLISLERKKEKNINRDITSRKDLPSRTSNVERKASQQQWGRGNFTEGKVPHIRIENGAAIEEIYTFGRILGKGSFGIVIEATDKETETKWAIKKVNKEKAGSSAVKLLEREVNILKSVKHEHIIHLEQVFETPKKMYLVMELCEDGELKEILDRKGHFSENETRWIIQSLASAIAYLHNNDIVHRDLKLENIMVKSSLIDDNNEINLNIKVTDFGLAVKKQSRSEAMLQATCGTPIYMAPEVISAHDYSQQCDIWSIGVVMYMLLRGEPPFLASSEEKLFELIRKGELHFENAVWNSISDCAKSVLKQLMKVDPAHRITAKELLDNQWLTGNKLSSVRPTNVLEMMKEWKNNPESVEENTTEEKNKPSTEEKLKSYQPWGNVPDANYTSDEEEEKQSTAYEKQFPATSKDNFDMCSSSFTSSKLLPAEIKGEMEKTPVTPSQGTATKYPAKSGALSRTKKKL
# The depositor's hits bear a star; . = not tested or not shown.
SMILES,OX1R antag-1,OX1R antag-2,STK33 kinase inh
C#CCn1ccc(O)c(Cc2ccccc2)c1=O,9,0,0.3
O=C1C2CCCN2C(c2ccc(Br)cc2)N1c1ccc(F)cc1 (stereo not given),14,-19,-0.3
O=C(CSc1nc2ccccc2o1)Nc1nc(-c2ccccc2)cs1,17,-11,-0.7
COc1ccc(NC(=O)c2ccc(-n3cncn3)c([N+](=O)[O-])c2)cc1OC,42,0,2.2
O=C1NC2=C(C(=O)CCC2)C(c2ccccc2)N1 (stereo not given),1,-74,-1.6
Cc1ccc(P(C)(=O)c2ccc(C)cc2)cc1,8,-10,-0.3
Cn1cnnc1SCC(=O)Nc1ccc(OCc2ccccc2)cc1,22,-21,-0.4
CC(C)CC(=O)Nc1ccc2nn(-c3ccccc3)nc2c1,39,-9,0.5
COc1cccc(C(=O)N2CCOCC2)c1,12,13,-0.6
CCOc1ccc(-n2c(=O)c3c(C)c(C)sc3n(CC(=O)NCc3ccco3)c2=O)cc1,12,-7,-4.3
Cc1cccc(C(=O)NC(=S)NNC(=O)c2cccs2)c1,5,-4,0.3
Cc1ccc(C)c2[nH]c(=O)c(C(c3nnnn3Cc3ccccc3)N3CCc4ccccc4C3)cc12 (stereo not given),13,-24,-1.6
Cc1nc2cc(C(F)(F)F)ccc2n1C1CCN(CC(=O)NC(C)(C)C)CC1,2,-9,1.0
O=C(C(=O)N1CCOCC1)c1c[nH]c2ccccc12,17,5,2.1
CC1CCCC(C)N1C(=O)CN1CCN(c2nc(-c3ccc(F)cc3)cs2)CC1 (stereo not given),1,21,-0.7
COc1ccc(S(=O)(=O)N(C)C[C@H]2Oc3c(NC(=O)C4CCCCC4)cccc3C(=O)N([C@H](C)CO)C[C@@H]2C)cc1,8,-17,-0.4
COC(=O)c1cc(Cl)c(NC(=O)c2ccc(F)cc2)cc1OC,26,-36,-0.8
Cc1ccc2sc(NC(=O)CN3C(=O)CCC3=O)nc2c1C,11,9,-0.5
O=C(CN1C(=O)CSc2ncccc21)NCCN1CCOCC1,3,-12,-0.9
CCc1cc(C(=O)c2ccc(OC)cc2)c(NC(=O)COCC(=O)O)s1,-1,4,0.8
Cc1ccc([N+](=O)[O-])cc1NC(=O)c1cccnc1,12,-9,0.5
COc1cccc(COCC(O)CN2CCC(C(N)=O)CC2)c1 (stereo not given),7,-28,-0.8
Cc1nn(C)c(Cl)c1NC(=O)OCc1ccccc1,5,15,0.4
CC1=C(C(=O)Nc2ccccc2Cl)C(c2ccc(N(C)C)cc2)NC(=O)N1 (stereo not given),26,-20,-0.6
Cc1ccc(CN2CCN(Cc3cnn(-c4ccc(Cl)cc4)c3)CC2CCO)o1 (stereo not given),2,-28,1.6
CSc1nnc(-c2ccncc2)n1CCCN1CCCC1=O,3,-4,-1.3
O=C(O)c1ccc(/C=N/n2cc(-c3ccccc3)[nH]c2=S)cc1,10,-14,3.6
O=C(CC(Sc1ccc(Br)cc1)C(=O)O)c1ccc(F)cc1 (stereo not given),9,-14,-1.4
COc1ccc(Cl)cc1C(=O)Nc1cccc(-c2ccc3nncn3n2)c1,22,-2,-2.1
COc1ccc(C2C(C(=O)Nc3cc(OC)c(OC)c(OC)c3)c3ccccc3C(=O)N2C)cc1OC (stereo not given),7,-32,1.3
CCCCCC(C(=O)O)C(C)CC(=O)NC1CCCCC1 (stereo not given),20,-20,-2.0
O=C(O)c1cnc2[nH]c3ccccc3n2c1=O,4,2,0.2
CCc1ccccc1NC(=O)CN(C)C(=O)CSc1nnc(Nc2cccc(C)c2)s1,39,-26,0.3
CC(=O)c1sc(N/N=C\c2ccc(C)cc2)nc1C,42,-17,1.7
COc1cc(C(=O)NNC(=O)C2CC=CCC2C(=O)O)cc(OC)c1OC (stereo not given),6,-14,-0.3
CCc1ccc(NC(=O)C(NS(=O)(=O)c2ccc3c(c2)CCN3C(C)=O)C(C)C)cc1 (stereo not given),12,-24,-1.9
CCC/C=C1/CCCOC(C(=O)NCCNCCO)(C(F)(F)F)C1 (stereo not given),0,-1,-1.8
CCOC(=O)c1ccccc1NC(=O)CN(c1ccccc1OCC)S(C)(=O)=O,12,-19,-1.2
COc1ccc(NC(=O)c2ccc(-c3ccc(C)c4ccccc34)o2)cc1,26,-21,-0.5
CC1CCN(C(=O)CSc2ccc(-c3ccccc3)nn2)CC1,12,-16,0.4
COC(=O)c1cccc(NC(=O)/C(=C\c2ccccc2)NC(=O)c2ccccc2Cl)c1,37,-41,-1.1
O=C(NC1CCCN(C2Cc3ccccc3C2)C1)c1ccc(F)cc1Cl (stereo not given),2,-29,-2.1
CC(C)C[C@H](NC(=O)C1CC(=O)N(c2ccc3c(c2)OCCO3)C1)C(=O)N1CCCCC1 (stereo not given in full),-1,-5,0.3
CCCCN(C)C(=O)C(Cc1ccccc1)NS(=O)(=O)c1ccc2c(c1)CCC(=O)N2 (stereo not given),7,-15,1.0
CSCCC(C(=O)N1C[C@]2(C)C[C@H]1CC(C)(C)C2)N1C(=O)c2ccccc2C1=O (stereo not given in full),13,-36,-1.9
CCC(C)NC(=O)C1CCN(S(=O)(=O)N2CCC3(CC2)OCCO3)CC1 (stereo not given),16,-2,-2.2
CCCc1ccc2oc(C(=O)N3CCC(N4CCCC(O)C4)CC3)c(C)c2c1 (stereo not given),13,-42,-0.7
COc1cc(C(=O)NCc2cn3ccsc3n2)cc(OC)c1OC,5,-14,-1.1
COc1cccc(CN2CCNC(=O)C2CC(=O)NC2Cc3ccccc3C2)c1 (stereo not given),-1,-19,-0.4
COC(=O)c1cccc(NC(=O)CSc2nnc(-c3ccco3)o2)c1,13,0,-1.5
CN(C)c1cc[n+](/C(C(=S)Nc2ccc(SC(F)F)cc2)=C(/[O-])c2ccccc2)cc1,14,-34,-1.5
CC(=O)Nc1ccc(S(=O)(=O)Oc2ccc(C=O)cc2)cc1,12,15,-0.5
FC(F)(F)c1cc(NC2CCCCC2)ccn1,3,-8,-0.5
C[C@H](CO)N1C[C@H](C)[C@@H](CN(C)C(=O)Nc2ccc(C(F)(F)F)cc2)Oc2ccc(NS(=O)(=O)c3cn(C)cn3)cc2C1=O,5,-4,-0.3
CC(C)c1ccc(C2(C)NC(=O)N(CC(=O)NCC3COc4ccccc4O3)C2=O)cc1 (stereo not given),2,-10,0.5
CCc1ccc2[nH]c(=O)c(C(c3nnnn3Cc3ccc(OC)cc3)N3CCOCC3)cc2c1 (stereo not given),10,-20,.
COc1ccc(Cc2nc3ccc(C(=O)NCCSC)cc3o2)cc1,7,-21,1.5
N#CC(C(=O)NC1CC1)c1nc2ccccc2nc1N1CCN(C/C=C/c2ccccc2)CC1 (stereo not given),34,-20,-1.3
CN(C)CCNCCCOc1ccccc1-c1ccccc1,11,-9,-0.8
COCCCn1c(=S)[nH]c2ccc(N3CCOCC3)cc2c1=O,17,-14,-0.2

# Some of the entries above, reformatted:
OX1R antag-1,OX1R antag-2,STK33 kinase inh,Compound
0,-1,-1.8,CCC/C=C1/CCCOC(C(=O)NCCNCCO)(C(F)(F)F)C1 (stereo not given)
12,-19,-1.2,CCOC(=O)c1ccccc1NC(=O)CN(c1ccccc1OCC)S(C)(=O)=O
26,-21,-0.5,COc1ccc(NC(=O)c2ccc(-c3ccc(C)c4ccccc34)o2)cc1
12,-16,0.4,CC1CCN(C(=O)CSc2ccc(-c3ccccc3)nn2)CC1
37,-41,-1.1,COC(=O)c1cccc(NC(=O)/C(=C\c2ccccc2)NC(=O)c2ccccc2Cl)c1
2,-29,-2.1,O=C(NC1CCCN(C2Cc3ccccc3C2)C1)c1ccc(F)cc1Cl (stereo not given)
-1,-5,0.3,CC(C)C[C@H](NC(=O)C1CC(=O)N(c2ccc3c(c2)OCCO3)C1)C(=O)N1CCCCC1 (stereo not given in full)
7,-15,1.0,CCCCN(C)C(=O)C(Cc1ccccc1)NS(=O)(=O)c1ccc2c(c1)CCC(=O)N2 (stereo not given)
13,-36,-1.9,CSCCC(C(=O)N1C[C@]2(C)C[C@H]1CC(C)(C)C2)N1C(=O)c2ccccc2C1=O (stereo not given in full)
16,-2,-2.2,CCC(C)NC(=O)C1CCN(S(=O)(=O)N2CCC3(CC2)OCCO3)CC1 (stereo not given)
13,-42,-0.7,CCCc1ccc2oc(C(=O)N3CCC(N4CCCC(O)C4)CC3)c(C)c2c1 (stereo not given)
5,-14,-1.1,COc1cc(C(=O)NCc2cn3ccsc3n2)cc(OC)c1OC
-1,-19,-0.4,COc1cccc(CN2CCNC(=O)C2CC(=O)NC2Cc3ccccc3C2)c1 (stereo not given)
13,0,-1.5,COC(=O)c1cccc(NC(=O)CSc2nnc(-c3ccco3)o2)c1
14,-34,-1.5,CN(C)c1cc[n+](/C(C(=S)Nc2ccc(SC(F)F)cc2)=C(/[O-])c2ccccc2)cc1
12,15,-0.5,CC(=O)Nc1ccc(S(=O)(=O)Oc2ccc(C=O)cc2)cc1
3,-8,-0.5,FC(F)(F)c1cc(NC2CCCCC2)ccn1
5,-4,-0.3,C[C@H](CO)N1C[C@H](C)[C@@H](CN(C)C(=O)Nc2ccc(C(F)(F)F)cc2)Oc2ccc(NS(=O)(=O)c3cn(C)cn3)cc2C1=O
2,-10,0.5,CC(C)c1ccc(C2(C)NC(=O)N(CC(=O)NCC3COc4ccccc4O3)C2=O)cc1 (stereo not given)
10,-20,.,CCc1ccc2[nH]c(=O)c(C(c3nnnn3Cc3ccc(OC)cc3)N3CCOCC3)cc2c1 (stereo not given)
7,-21,1.5,COc1ccc(Cc2nc3ccc(C(=O)NCCSC)cc3o2)cc1
34,-20,-1.3,N#CC(C(=O)NC1CC1)c1nc2ccccc2nc1N1CCN(C/C=C/c2ccccc2)CC1 (stereo not given)
11,-9,-0.8,CN(C)CCNCCCOc1ccccc1-c1ccccc1
17,-14,-0.2,COCCCn1c(=S)[nH]c2ccc(N3CCOCC3)cc2c1=O

# New compounds follow
SMILES,OX1R antag-1,OX1R antag-2,STK33 kinase inh
Cc1cc(-c2ccc(Cl)cc2Cl)c(C#N)c(=O)[nH]1,3,3,-2.5
CCN(CC)CCn1c(NCc2ccc(C)o2)nc2ccccc21,22,-17,1.3
CC(=O)NC(Cc1ccc(C)cc1)C(=O)NC1CCN(C(=O)c2ccc([N+](=O)[O-])cc2)CC1 (stereo not given),45,9,-0.3
O=C(O)c1c(C(=O)N2N=C3/C(=C/c4ccccc4)CCCC3C2c2ccccc2)cccc1[N+](=O)[O-] (stereo not given),27,-8,0.6
CCOc1ccc(-c2cc(C(=O)NN=C3CCN(C)CC3)[nH]n2)cc1,9,-9,-1.5
CCCCCCCCCCCCN1[C@@H](CC(=O)OC)c2cc(F)cc(F)c2S1(=O)=O,16,-42,0.1
NS(=O)(=O)c1ccc(NNC(=O)c2ccc(F)cc2F)cc1,8,1,-1.3
CCOC(=O)c1c[nH]c2c(Cl)ccc(Cl)c2c1=O,18,-1,2.4
CO/N=C(\c1nonc1N)N1CCN(c2ccc([N+](=O)[O-])cc2Cl)CC1,10,3,-1.3
O=C(NCc1ccccc1)c1ccc2nc(-c3ccco3)c(-c3ccco3)nc2c1,14,-16,2.9
CCCCN(C(=O)c1cc2c(s1)CCC2)c1c(N)n(CCCC)c(=O)[nH]c1=O,15,-26,-0.3
On1nnc2ccc3ccccc3c21,21,4,-0.5
Clc1ccc(-c2nnc3n2CCCC3)cc1,5,-6,-0.4
CC(C)c1[nH]nc2c1C(c1cccs1)C(C#N)=C(N)O2 (stereo not given),8,-5,2.1
COc1cccc(CC(=O)OC(C)C(=O)NCc2ccc3c(c2)OCO3)c1 (stereo not given),7,-3,0.3
O=C(CCc1nc2ccccc2c(=O)[nH]1)Nc1cc(Cl)ccc1N1CCCCC1,11,-33,-0.9
COCCN(Cc1ccccc1)C(=O)C1CCN(C(=O)Nc2ccccc2)CC1,4,15,-2.0
O=C(CCc1c[nH]c2ccccc12)NCc1ccc2c(c1)OCO2,9,-16,-0.5
CCOC(=O)C(NC(=O)CC)(N1CCc2ccccc2C1)C(F)(F)F (stereo not given),6,-16,0.9
NS(=O)(=O)c1ccc(NC(=O)CCC2CCCCC2)cc1,1,6,0.1
N/C(Cc1cccs1)=N\OC(=O)COc1ccccc1,7,-14,-0.9
CCOc1ccc2nc(SCc3cccc(C)c3)nc(C)c2c1,15,-9,-0.7
O=C(NCc1nc2ccccc2[nH]1)C1CCCCC1,17,-9,-1.0
O=C1CCC([N+](=O)[O-])C(c2ccc(C(F)(F)F)cc2)N1 (stereo not given),0,5,-1.4
N#C/C(=C\c1ccco1)C(=O)Nc1cccc2ncccc12,29,-7,-0.8
O=C(NNC(=O)c1ccc2nonc2c1)Nc1ccc(Cl)cc1,21,2,-0.7
COC(=O)C1=C(N)Oc2cc(C)[nH]c(=O)c2C1c1cccnc1 (stereo not given),8,-3,1.2
COc1ccccc1C(=O)Nc1c(C)n(C)n(-c2ccccc2)c1=O,11,5,0.0
O=C(O)CN1C(=O)/C(=C/C=C/c2ccccc2)SC1=S,12,0,-0.7
CCOC(=O)c1sc(NC(=O)C2CC2)nc1C,9,-4,1.3
COc1ccc(C(=O)OCC(=O)c2ccc(Cl)s2)c(OC)c1OC,16,-3,-0.3
O=C(COC(=O)CSc1ccc(Cl)cc1)Nc1ccccc1,9,-6,-0.5
CC1=[N+](C)N(c2ccccc2)C(=O)C1N=Cc1c(Cl)cccc1Cl (stereo not given),2,-3,-0.2
Nc1cc(C(F)(F)F)ccc1Nc1ccccc1,27,-10,-1.1
Cc1cccc(N2C(=S)NC3c4cc(Cl)ccc4OC2(C)C3C(=O)N(C)C)c1 (stereo not given),9,-33,0.6
O=C(NC(=O)c1ccccc1)C1=C(N2CCCC2)COC1=O,3,-7,-1.0
O=C(O)C(Oc1ccc2c(-c3ccccc3)cc(=O)oc2c1)c1ccccc1 (stereo not given),9,-15,-1.1
Cc1ccc(/C=C2\SC(=S)N(CCC(=O)NCCCN3CCOCC3)C2=O)cc1,26,-32,-0.9
CC(=O)c1ccc(NC(=O)CSc2nnc(C3CC3)n2C2CC2)cc1,8,-18,-0.1
c1ccc2c(c1)OCCOCCOCCOCCOc1ccccc1OCCOCCOCCO2,28,-27,-1.7
